# Compound activity from PubChem.
# MBD2 inh – inhibitors of MBD2 binding to methylated DNA, primary screen, biochemical, TR-FRET, DNA-binding domain, human. Methyl-CpG-binding domain protein 2 (Homo sapiens), Q9UBB5. MBD2 binding to methylated oligonucleotide. inhibition, % at 4.4 µM. actives 0.31% (n = 370,000). AID 686964, 2013; in the data active means inhibition above about 13%
# Target sequence (Q9UBB5 whole entry, looked up, the tested form may be a part): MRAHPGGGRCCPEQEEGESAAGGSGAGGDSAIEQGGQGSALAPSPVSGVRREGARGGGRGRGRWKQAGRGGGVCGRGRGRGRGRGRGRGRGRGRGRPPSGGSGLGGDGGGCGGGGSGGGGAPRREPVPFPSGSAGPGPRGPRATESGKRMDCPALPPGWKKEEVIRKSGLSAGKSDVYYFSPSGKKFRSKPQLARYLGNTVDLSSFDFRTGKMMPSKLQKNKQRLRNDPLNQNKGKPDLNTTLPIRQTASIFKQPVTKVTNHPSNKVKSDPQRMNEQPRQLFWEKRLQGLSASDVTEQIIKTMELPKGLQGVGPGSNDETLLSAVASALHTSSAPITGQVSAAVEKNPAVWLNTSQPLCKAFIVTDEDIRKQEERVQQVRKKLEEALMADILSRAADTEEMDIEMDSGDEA
# HTRA1 inhibitor – HTRA1 serine protease inhibitors, primary screen, biochemical, fluorescence polarization, HTS; recombinant HTRA1, FP-rhodamine activity-based probe; actives 0.5% (n = 340,000); Q92743; inhibition, % at 5.96 µM; in the data active means inhibition above about 36%;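 further: 0% = enzyme with DMSO and 100% = wells lacking enzyme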
# TDP2 absorb – human TDP2 enzyme inhibitors, primary screen, biochemical, epi absorbance, recombinant enzyme; Tyrosyl-DNA phosphodiesterase 2 (Homo sapiens), O95551; T5PNP hydrolysis, p-nitrophenol absorbance 415 nm; inhibition, % at 12.8 µM; actives 0.34% (n = 370,000); AID 720702, 2013;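 active means inhibition above the mean of all tested compounds plus 3 SD, set per campaign, cut at about 25% in these data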;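 further: 0% = DMSO with enzyme and 100% = buffer with substrate but no TDP2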
#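 System – recombinant human TDP2 · Quantity – TDP2 enzyme at 120 nM final · Doses – single concentration, 12.8 µM nominal, with 1% DMSO · Incubation – 2 h at 37 °C · Measured by – epi absorbance of p-nitrophenol freed from T5PNP by hydrolysis · Read-out – % inhibition relative to enzyme-containing and enzyme-free wells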
# rCAG RNA binder – binders of r(CAG) RNA repeats, primary screen, biochemical, fluorescence; inhibition, % at 3 µM; AID 651821, 2012; r(CAG) RNA repeat, TO-PRO-1 dye displacement fluorescence; actives 1.3% (n = 370,000);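 active means inhibition above the plate cutoff, the mean of all test compounds on that plate plus 3 SD, cut at about 35% in these data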;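 further: 0% = DMSO alone and 100% = 100 µM mitoxantrone as full dye displacement; higher means more dye released from RNA so lower well fluorescence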
# LEDGF integ inh – blockers of LEDGF/p75-dependent integrase strand transfer – biochemical, TR-FRET, high throughput, primary screen | HIV-1 integrase (with human LEDGF/p75) | TR-FRET IN-LEDGF/p75 DNA integration, Eu/Cy5 | inhibition, % at 3.7 µM | actives 0.64% (n = 370,000) | AID 743269, 2014;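 active means inhibition above the screen-wide mean plus 3 SD, cut at about 13% in these data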;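 further: signal is the Cy5 over europium emission ratio at 671 and 618 nm; 0% = plate median of compound wells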
# TCR-CD3 inh – inhibitors of human TCR-CD3 interaction, primary screen, biochemical, fluorescence, TAMRA-labeled TCR probe; T-cell receptor (TCR); inhibition, % at 9.4 µM; actives 0.37% (n = 360,000); in the data active means inhibition above about 19%;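 further: recombinant mutant TCR 2C K166C tagged with TAMRA read by polarization; 0% = receptor in buffer alone and 100% = receptor with positive control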
# SIAE inh – human SIAE inhibitors, primary screen, biochemical, fluorescence polarization, FP-Rh probe, 1536-well HTS; Sialate O-acetylesterase (Homo sapiens), Q9HAT2; SIAE FP-Rh probe binding; inhibition, % at 9.66 µM; actives 0.69% (n = 370,000);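 active means inhibition above a cutoff: mean of compounds within the control limits plus 3 SD of those, cut at about 17% in these data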;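 further: 0% = plate median of compound wells and 100% = probe without SIAE protein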
# mABHD4 FP – ABHD4 inhibitors, primary screen, biochemical, fluorescence polarization, mouse. (Lyso)-N-acylphosphatidylethanolamine lipase (Mus musculus), Q8VD66. purified mABHD4, FP-Rh probe fluorescence polarization. inhibition, % at 8.92 µM. actives 0.54% (n = 370,000). AID 720543, 2013;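 active means inhibition exceeding the mean over every tested compound plus 3 SD, cut at about 30% in these data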;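 further: 0% = plate median of compound wells and 100% = S159A mutant with DMSO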
#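 Material: mouse ABHD4 enzyme, wild type; Benchmarks: S159A mutant high control, sample median low control; Buffer or medium: HEPES pH 7.0, NaCl, Pluronic buffer; Signal: fluorescence polarization; Read-out: percent inhibition of probe binding, normalized to plate controls; Timing: pre-incubation 45 min, probe exposure 60 min, at 25 °C; Dosing: 8.92 µM, single dose.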
# PRMT1 FP inh – PRMT1 methyltransferase inhibitors, primary screen, biochemical, fluorescence polarization. Protein arginine N-methyltransferase 1 (Homo sapiens), Q99873. recombinant PRMT1, activity-based probe fluorescence polarization. inhibition, % at 2.79 µM. actives 1.3% (n = 370,000);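 active means inhibition above about 21% made by adding two undisclosed values, limit read from the data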
# Target sequence (Q99873 whole entry, looked up): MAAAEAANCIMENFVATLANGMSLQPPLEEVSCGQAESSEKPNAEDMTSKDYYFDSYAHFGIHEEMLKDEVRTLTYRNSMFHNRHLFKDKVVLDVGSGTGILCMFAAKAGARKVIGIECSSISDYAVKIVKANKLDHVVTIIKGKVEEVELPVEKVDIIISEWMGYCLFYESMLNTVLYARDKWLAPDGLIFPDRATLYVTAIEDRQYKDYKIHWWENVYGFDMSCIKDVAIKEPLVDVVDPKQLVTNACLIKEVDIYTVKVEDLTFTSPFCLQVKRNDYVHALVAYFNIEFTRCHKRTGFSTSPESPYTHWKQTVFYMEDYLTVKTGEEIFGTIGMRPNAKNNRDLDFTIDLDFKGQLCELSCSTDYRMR
# NPR2 activator – human GC-B receptor activators, primary screen, HEK293 GC-B cells, cGMP TR-FRET, EC30 CNP | AID 1920062, 2024 | actives 0.11% (n = 370,000) | 0% at EC30 CNP, 100% saturating CNP | activation, % at 10 µM | Atrial natriuretic peptide receptor 2 (Homo sapiens), P20594;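 active means activation at 10 µM reaching about 35% in either raw or pattern-adjusted values, limit read from the data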
# Starred values were filed as active, the others as inactive; / = not tested or not shown.
SMILES,MBD2 inh,HTRA1 inhibitor,TDP2 absorb,rCAG RNA binder,LEDGF integ inh,TCR-CD3 inh,SIAE inh,mABHD4 FP,PRMT1 FP inh,NPR2 activator
COCCCNC(=O)c1ccc2nc([C@@H]3O[C@H](CO)[C@H](O)[C@H](O)[C@H]3O)[nH]c2c1,-3,/,-12,-1,-4,-4,3,-8,-1,3
CCc1nc(Nc2ccc(OC)cc2OC)c2oc3ccccc3c2n1,1,2,-4,4,2,-3,2,1,6,2
O=[N+]([O-])c1ccc(N2CCC(O)CC2)nc1,5,-1,-7,1,-1,-2,-5,2,2,4
COc1ccccc1-[n+]1c(C)cc(/C=C2\Sc3ccccc3N2C)cc1C,-8,1,-2,-26,-2,-3,9,4,26*,-8
N#Cc1ccc(C(c2nnnn2C2CCCC2)N2CCC(Cc3ccccc3)CC2)cc1 (centres undefined),1,9,3,2,-1,5,-5,1,-3,-4
Cc1[nH]c(=S)c(C#N)c2c1CCCC2,-5,-9,0,1,1,1,6,0,40*,-1
CSc1ccc(/C=C(\C#N)C(=O)Nc2cccc(C)c2)cc1,-1,-9,-10,4,4,4,-3,0,0,-9
Cc1ccc(NC(=O)/C(=C/c2cccc([N+](=O)[O-])c2)NC(=O)C2CCCCC2)cc1,1,4,-12,3,3,-3,-5,-8,0,-7
COc1ccc(NC(=O)CSCC(=O)Nc2ccccc2N2CCCC2)cc1,-6,1,6,-2,-1,9,1,4,1,-8
COc1ccc(N=C2SC(C(=O)Nc3ccc(F)cc3)CC(=O)N2C)cc1 (centres undefined),5,-14,-9,2,-1,3,5,-7,-1,-1
CCOC(=O)c1cc(-c2ccco2)nc2c1c(C)nn2-c1ccccc1,4,-10,8,19,5,10,-11,-13,0,-7
NC(=O)c1cn(-c2ccccc2)nc1-c1cccnc1,10,-3,-3,3,-2,-3,1,-14,2,0
COc1ccc(CCNCC(O)COc2cccc(Br)c2)cc1OC (centres undefined),0,2,0,-2,-2,-11,-1,5,6,-5
COC(=O)CC1=NN(c2ccc(OC)cc2)C(=O)/C1=C\c1ccc(Cl)cc1,-3,2,13,68*,-2,-4,17*,8,1,-1
Cc1cc(C(=O)N/N=C/c2cccn2C)no1,1,-3,2,1,2,1,0,5,4,0
Cc1ccc(CC(=O)NCCCn2ccnc2)cc1,-2,6,-1,1,-1,-1,5,2,-3,-3
COC(=O)c1c(-c2ccccc2OC)sc2ccc(OC)cc12,4,-27,5,0,0,6,8,-6,1,-2
CCOC(=O)Cc1csc(SCC(=O)Nc2oc(C)c3c(C)n[nH]c(=O)c23)n1,-7,-11,6,1,1,-2,-2,8,0,2
CCOC(=O)c1c(/N=C/C2C(=O)CCCC2=O)sc2c1CCCC2,-1,/,2,-1,-5,0,2,4,3,-1
Cc1cc(C(=O)NNC(=O)Nc2cccc(C(F)(F)F)c2)no1,1,/,-2,0,0,10,3,0,-1,-1

# Whole records, quoted from the list. Order of values: MBD2 inh, HTRA1 inhibitor, TDP2 absorb, rCAG RNA binder, LEDGF integ inh, TCR-CD3 inh, SIAE inh, mABHD4 FP, PRMT1 FP inh, NPR2 activator
# Entry for NC(=O)c1cn(-c2ccccc2)nc1-c1cccnc1 → 10, -3, -3, 3, -2, -3, 1, -14, 2, 0
# Entry for COc1ccc(NC(=O)CSCC(=O)Nc2ccccc2N2CCCC2)cc1 → -6, 1, 6, -2, -1, 9, 1, 4, 1, -8

# The results go on.
SMILES,MBD2 inh,HTRA1 inhibitor,TDP2 absorb,rCAG RNA binder,LEDGF integ inh,TCR-CD3 inh,SIAE inh,mABHD4 FP,PRMT1 FP inh,NPR2 activator
CCCCCCCCN1C(=O)[C@H](CC(=O)NCc2ccc(OC)c(OC)c2)C[C@@]2(C(=O)OCC)CCCC=C12,-2,/,-9,3,3,-10,-5,-10,-2,5
O=C(CN1C(=O)NC2(CCCC2)C1=O)NNC(=O)c1ccccc1F,-2,10,0,-1,4,2,-6,0,-3,2
O=C(c1ccccc1)N1CCC2(CC1)NCCc1[nH]cnc12,1,3,-8,0,-3,-1,-1,-4,1,6
CCc1nnc(NS(=O)(=O)c2ccc(NC(=S)NC(=O)c3cccnc3)cc2)s1,1,1,5,18,4,7,3,-3,-1,1
CCC(=O)N/N=C(\C)CC(=O)Nc1ccc(Cl)cc1,-1,3,-8,1,1,3,0,-1,0,0
O=c1[nH]cc(-c2ccccc2)c(=O)[nH]1,-4,16,-1,-3,0,-4,1,6,-2,2
COc1ccc(OC)c(NC(=O)CCCN2C(=O)C3C4C=CC(C4)C3C2=O)c1 (centres undefined),-2,8,1,-5,1,2,0,6,0,5
COc1cccc(NC(=O)C2(C)CCN2C(=O)C2CCCCC2)c1 (centres undefined),2,/,-5,0,4,1,2,1,2,-1
CCC1=NN(C(=O)CCc2ccccc2)C(O)(C(F)(F)F)C1 (centres undefined),0,-2,0,-7,1,3,-2,-8,-2,5
Cc1cccc(NC(=O)Cc2cccs2)n1,-3,-5,7,7,-1,2,-2,0,-1,1
O=S(=O)(c1ccccc1)c1cnc(-c2ccccc2)nc1N1CCCCC1,2,-16,-7,-1,0,4,-8,-15,-2,-1
Cc1nn(C)c(Sc2ccccc2N)c1[N+](=O)[O-],-2,2,-7,0,1,2,12,2,71*,6
O=C(O)c1ccc(S(=O)(=O)NN=Cc2c[nH]c3ccccc23)cc1,5,0,0,-1,-6,-8,8,2,3,2
CCOC(=O)c1c(C)n(C)c2cc(Br)c(C(=O)OC)cc12,1,-4,4,-4,-3,7,2,-2,-1,-6
C[C@H](CO)N1C[C@H](C)[C@@H](CN(C)S(=O)(=O)c2cn(C)cn2)OCc2cnnn2CCCC1=O,-1,0,-4,1,2,-5,4,1,-4,1
CCn1cc(CN2CCCC(C(=O)Nc3ccc(-c4cscn4)cc3)C2)cn1 (centres undefined),-3,1,8,-6,-1,6,5,7,1,-1
O=C(CC1C(=O)NCCN1Cc1cccc(Oc2ccccc2)c1)NCc1cccnc1 (centres undefined),-1,-11,-12,-3,1,-1,-1,-1,-1,6
CC1CCN(C(=O)C2c3ccccc3C(=O)N3CCc4ccccc4C23)CC1 (centres undefined),-1,0,14,-5,-3,-6,0,2,0,2
COc1ccc(N2C(=O)S[C@@H]3CS(=O)(=O)C[C@@H]32)cc1,0,2,6,0,1,-1,-2,3,2,3
O=C(Cc1ccccc1)NCC(=O)Nc1cc(Cl)ccc1Cl,-5,0,-13,3,1,7,-2,0,0,4
CC(=O)C1C(c2ccc(F)cc2)C2C(C)=NN=C2CC1(C)O (centres undefined),3,4,3,-5,0,-13,-3,-5,-2,9
CSc1nc(N)nc2c1ncn2Cc1ccccc1,-5,6,5,1,7,-7,0,-5,-5,-5
CCOC(=O)Cc1nn[nH]n1,0,0,-5,-3,-3,1,-3,-4,-1,2
O=C(c1ccccc1Nc1ccc(SC(F)F)cc1)N1CCCCCC1,0,-4,1,-5,-1,-1,-1,0,0,0
O=C(CCN1C(=O)C2CCCCC2C1=O)Nc1ccc(Br)cc1F (centres undefined),1,-5,-1,-4,-2,8,-6,-2,0,2
O=C1CCCCN1CCc1c[nH]c2ccccc12,8,5,1,1,0,-6,7,11,3,-5
COc1ccc(C2c3c(ccc4ccccc34)Oc3ncn4nc(-c5ccco5)nc4c32)cc1 (centres undefined),1,-12,-1,6,3,2,-9,3,0,14
CN1CCN(CCc2nc3cc(NC(=O)c4ccco4)ccc3n2C)CC1,5,2,-14,-5,-3,-7,-4,2,3,4
COc1ccc(C(=O)NC(NC(=O)c2ccc(OC)cc2)c2ccccc2F)cc1,-2,-1,6,-2,1,0,6,-3,0,2
Cc1cc(SC(C)C(=O)O)nc2ccccc12 (centres undefined),6,3,3,-1,0,-1,1,-5,3,3
COc1ccccc1CNS(=O)(=O)c1cc(CN2C(=O)c3cccnc3C2=O)ccc1OC,-1,3,13,4,1,3,0,8,1,1
Cc1ccc(NC(=S)N2CCOCC2)c(C)c1,7,-3,-2,2,-2,-2,-3,1,0,-1
CSc1ccc(CN(C)CC(=O)Nc2c(F)cccc2F)cc1,0,1,29*,-6,-1,2,-3,10,0,2

# As a working copy, some entries already given:
SMILES,MBD2 inh,HTRA1 inhibitor,TDP2 absorb,rCAG RNA binder,LEDGF integ inh,TCR-CD3 inh,SIAE inh,mABHD4 FP,PRMT1 FP inh,NPR2 activator
CSc1nc(N)nc2c1ncn2Cc1ccccc1,-5,6,5,1,7,-7,0,-5,-5,-5
CCOC(=O)Cc1nn[nH]n1,0,0,-5,-3,-3,1,-3,-4,-1,2
O=C(c1ccccc1Nc1ccc(SC(F)F)cc1)N1CCCCCC1,0,-4,1,-5,-1,-1,-1,0,0,0
O=C(CCN1C(=O)C2CCCCC2C1=O)Nc1ccc(Br)cc1F (centres undefined),1,-5,-1,-4,-2,8,-6,-2,0,2
O=C1CCCCN1CCc1c[nH]c2ccccc12,8,5,1,1,0,-6,7,11,3,-5
COc1ccc(C2c3c(ccc4ccccc34)Oc3ncn4nc(-c5ccco5)nc4c32)cc1 (centres undefined),1,-12,-1,6,3,2,-9,3,0,14
CN1CCN(CCc2nc3cc(NC(=O)c4ccco4)ccc3n2C)CC1,5,2,-14,-5,-3,-7,-4,2,3,4
COc1ccc(C(=O)NC(NC(=O)c2ccc(OC)cc2)c2ccccc2F)cc1,-2,-1,6,-2,1,0,6,-3,0,2
Cc1cc(SC(C)C(=O)O)nc2ccccc12 (centres undefined),6,3,3,-1,0,-1,1,-5,3,3
COc1ccccc1CNS(=O)(=O)c1cc(CN2C(=O)c3cccnc3C2=O)ccc1OC,-1,3,13,4,1,3,0,8,1,1
Cc1ccc(NC(=S)N2CCOCC2)c(C)c1,7,-3,-2,2,-2,-2,-3,1,0,-1
CSc1ccc(CN(C)CC(=O)Nc2c(F)cccc2F)cc1,0,1,29*,-6,-1,2,-3,10,0,2

# Some of the compounds tested; the hit share may differ from the screen's.
